# From PubChem BioAssay
# SW480 rerep – A quantitative high throughput screen for small molecules that induce DNA re-replication in SW480 colon adenocarcinoma cells. Potency, µM (series often up to 46.1 µM), for the others: at the top dose re-replication activation, hits mostly activators. 1.8% of 340,000 active. SW480 DNA re-replication, Hoechst DNA content imaging, 48 h; also: potency is read from the fitted curve at half-maximal effect; % of control where 0% means no effect; nearly all actives have a fitted effect of over 55% in size
#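 Cells (250 per well) received 23 nL compound or DMSO by pin tool and were kept 48 hr at 37 C, 5% CO2. Nuclei were then stained with Hoechst for 40 min and scanned for DNA content.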
# IL1B secr inh – qHTS for Inhibitors of Inflammasome Signaling: IL-1-beta AlphaLISA Primary Screen; THP-1 LPS/ATP IL-1B secretion, AlphaLISA, 16 h; active compounds read low; activity change, % at 57.5 µM; 4.7% of 360,000 active; AID 743279, 2014; in the data active = activity change below about -50%; inconclusive = mostly about -30% to -49%; also: % is scaled to controls: 0 for no effect and ±100 for the full control effect
#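 THP-1 cells pretreated 1 hr with compounds (up to 57.5 uM final), then stimulated with LPS (250 ng/mL final) plus ATP (1.25 mM final); secreted IL-1B measured by AlphaLISA after 16 hr, decreased signal indicating inhibition.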
# HT1080-NT tox – qHTS for induction of synthetic lethality in tumor cells producing 2HG: qHTS for the HT-1080-NT fibrosarcoma cell line; HT-1080-NT fibrosarcoma viability, CellTiter-Glo ATP luminescence, 48 h; Potency, µM (highest dose often 46.1 µM), for the others: at the highest dose activity, negative = less viability, usual class: cytotoxic; 1.6% of 360,000 active; AID 686970, 2013;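 also: NT is the 2HG producing partner of a matched IDH1 knockdown line; potency is read from the fitted curve at half-maximal effect; 0% = DMSO-treated cells and -100% = media-only wells without cells; nearly all actives have a fitted effect of over 55% in size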
#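 Read-out is CellTiter-Glo luminescence after 10 minutes at room temperature, following 48 hours' compound treatment of HT-1080-NT cells (750 cells/well, RPMI, 5% FBS, 37 degrees C).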
# ATXN2 expr inh – Primary qHTS for Inhibitors of ATXN expression. HEK-293 ATXN2-luciferase reporter, luminescence, 24 h. Potency, µM (highest dose often 57 µM), for the others: at the highest dose activity change, negative = inhibition, usual class: inhibitors. 0.72% of 360,000 active; also: potency is read from the fitted curve at half-maximal effect; % is scaled to controls: 0 for no effect and ±100 for the full control effect; nearly all actives have a fitted effect of over 55% in size
#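 qHTS (up to 57 uM final) was run with 24 h compound exposure of reporter cells at 37 °C. Each well was multiplexed: SteadyGlo luminescence measured ATXN2-luciferase expression after a fluorogenic Gly-Phe-AFC viability readout (25 uM final).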
# MCF10A rerep – A quantitative high throughput screen for small molecules that induce DNA re-replication in MCF 10a normal breast cells; Potency, µM (doses to about 46.1 µM), without a hit: top-dose activity, positive = re-replication, hits mostly activators; 2.9% of 350,000 active; MCF 10A DNA re-replication, Hoechst nuclear intensity, 48 h; also: potency is read from the fitted curve at half-maximal effect; % of control where 0% means no effect; nearly all actives have a fitted effect of over 50% in size
# S2 tox – Viability Counterscreen for Primary qHTS for Inhibitors of ATXN expression. S2 cells (HEK-293 line with an ATXN2-luciferase reporter) viability, CellTiter-Fluor protease fluorescence, 24 h. 0.49% of 400,000 active. Potency, µM (series often up to 56.7 µM), usual class: cytotoxic; also: potency is read from the fitted curve at half-maximal effect; nearly all actives have a fitted effect of over 40% in size
# HT1080 IDH1KD tx – qHTS for induction of synthetic lethality in tumor cells producing 2HG: qHTS for the HT-1080-IDH1KD cell line | AID 686971, 2013 | Potency, µM (doses to about 46.1 µM), for inactives: top-dose activity, negative = toxicity, hits mostly cytotoxic | HT-1080 IDH1 knockdown viability, ATP luminescence, 48 h | 2% of 360,000 active;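 also: potency is read from the fitted curve at half-maximal effect; 0% = DMSO wells and -100% = cell-free medium wells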
#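 HT-1080-IDH1KD cells (IDH1 knocked down), 750/well in RPMI with 5% FBS, treated with compound 48 h at 37 degrees C. Viability by CellTiter-Glo luminescence, normalised to DMSO and no-cell wells; concentration-response curves classed.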
# KB-3-1 cytotox – qHTS assay for MDR1-selective chemotherapeutics: Primary screen using the parental adenocarcinoma cell KB-3-1. Potency, µM (series often up to 46.1 µM), for inactives: at the highest dose activity change, negative = cytotoxic, usual class: cytotoxic. KB-3-1 viability, CellTiter-Glo ATP luminescence, 72 h. 1.4% of 400,000 active. AID 1347075, 2019; also: potency is read from the fitted curve at half-maximal effect; % is scaled to controls: 0 for no effect and ±100 for the full control effect; nearly all actives have a fitted effect of over 60% in size
#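 Multi-concentration cytotoxicity screen in KB-3-1 cells grown in DMEM lacking phenol red with 10% FBS. After 72 h at 37 °C with compound, ATP-dependent luminescence was recorded.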
# KB-V1 MDR tox – qHTS assay for MDR1-selective chemotherapeutics: Primary screen using the drug-selected MDR subline cells KB-V1; KB-V1 MDR cells viability, CellTiter-Glo, 72 h; Potency, µM (series often up to 46.1 µM), without a hit: at the highest dose activity change, negative = cytotoxicity, most hits filed as cytotoxic; 3.4% of 400,000 active; AID 1347076, 2019; also: potency is read from the fitted curve at half-maximal effect; % is scaled to controls: 0 for no effect and ±100 for the full control effect; nearly all actives have a fitted effect of over 60% in size
#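 KB-V1 cells (P-gp-expressing MDR subline of KB-3-1) in phenol-red-free DMEM with 10% FBS were exposed to library compounds over a concentration series for 72 h at 37 degrees C. Viability read by CellTiter-Glo luminescence; concentration-effect curves fitted after normalization.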
# * marks the source's active call; other numbers are inactive results; i = inactive; u = inconclusive; x = no result given; & = joins results of further samples; [ ] = remark or other dose. Unless noted, calls follow the shape of the dose curve; as a rule, active = well fitted curve in the direction sought with a large enough effect; inconclusive = small, poorly fitted or top-dose-only effect, or another doubt; inactive = no such curve, though single readings can be large; an effect the other way counts as inactive or inconclusive.
SMILES,SW480 rerep,IL1B secr inh,HT1080-NT tox,ATXN2 expr inh,MCF10A rerep,S2 tox,HT1080 IDH1KD tx,KB-3-1 cytotox,KB-V1 MDR tox
O=C1C(Cl)=C(Nc2ccc(O)cc2)C(=O)c2ccccc21,-12%,-105*,6.5µM*,16µM*,2.9µM*,16µM*,16µM*,u,u
O=C(OCC(=O)N1CCOCC1)c1cc(F)c(F)cc1Cl,-2%,35,8%,6%,-20%,i,5%,-5%,13%
CCOC(=O)Cn1c2ccccc2c2nc(C)sc21,-3%,14,2%,0%,-2%,i,1%,-9%,8%
COc1cc(/C=C/c2cccc[n+]2C)ccc1OCC(=O)Nc1cccc(Cl)c1,-26%,-71*,-2%,-2%,-20%,i,-7%,u,u
Cc1ccc(-n2ncc3c(NC4CCCCC4)ncnc32)cc1,x,x,x,78%[activator],x,i,x,-2%,6%
C=C(C)CN1C(=O)C(O)(CC(=O)c2ccc3c(c2)OCCO3)c2ccccc21 (stereo not drawn),-2%,25,4%,-10%,-5%,i,-3%,-6%,-10%
COc1ccc(NC(=O)c2[nH]ncc2[N+](=O)[O-])cc1,-9%,-21,-3%,x,-2%,i,2%,2%,6%
CCC/C(C#CCCN1C(=O)c2ccccc2C1=O)=C1/c2ccccc2C(=O)N1c1ccccc1,-1%,-23,-3%,u,0%,u,-1%,-13%,-6%
O=C(CN1CCN(c2ccccc2)CC1)Nc1ccccc1C(F)(F)F,-7%,-20,-1%,-1%,9%,i,1%,-18%,-14%
COc1ccc(CNc2nc(-c3cccnc3)nn2C(=O)c2ccco2)cc1,-1%,-2,-1%,0%,u,i,2%,-8%,0%
O=C(CSCc1c(Cl)cccc1Cl)Nc1ccccc1-c1ccccc1,1%,-7,-8%,-13%,13%,i,-14%,-10%,u
Cc1cc(NC(=O)COC(=O)C2CCN(S(=O)(=O)c3ccccc3)CC2)c([N+](=O)[O-])cc1C,-5%,i,-9%,6%,1%,i,-8%,-3%,-1%
CN(C)S(=O)(=O)c1cc(NC(=O)CNCc2ccc(F)cc2)ccc1Cl,-3%,28,-1%,4%,-1%,i,-4%,u,u
O=S1(=O)CCO[C@H]2Cc3ccccc3[C@H]2N1Cc1cccc(Cl)c1,-12%,-2,9%,2%,u,i,-5%,-14%&-16%,-3%&-26%
O=C(c1ccco1)N1CCN(C(=O)C2CCN(S(=O)(=O)c3cccs3)CC2)CC1,-6%,-10,4%,-7%,11%,i,-11%,-20%,-30%
CCC(C)/C(C)=N/NC(=O)c1ccccc1OCCOc1ccccc1 (stereo not drawn),-4%,-28,9%,11%,-1%,i,4%,-5%,-5%
Cc1c(C(=O)NCc2cccnc2)oc2ccc(S(=O)(=O)N3CC(C)CC(C)C3)cc12 (stereo not drawn),-1%,36,-20%,-8%,4%,i,-11%,-15%,-16%
CC(=O)Nc1cc(C(=O)NCc2ccc(C)cc2)ccc1S(=O)(=O)c1ccc(Cl)cc1,x,x,x,2%,x,i,x,-1%,0%
CC1=Cc2ccccc2C(C#N)N1C(=O)c1ccccc1 (stereo not drawn),u,23,u,-8%,u,i,u,u,-20%
O=C(c1cn(-c2ccccc2)nc1-c1ccccc1)N1CCOCC1,0%,-21,11%,2%,-3%,u,6%,-1%,-1%
CCCNC(=O)N1C[C@H](O)COC[C@H]2O[C@@H](CC(=O)N[C@@H]3CCN(Cc4ccccc4)C3)CC[C@@H]21,x,-20,16%,x,x,x,1%,-10%,0%
COc1ccc(C(=O)Nc2ccc(NC(=O)c3cccc(OC)c3)cn2)cc1,7%,17,21µM*,-38%,11%,i,u,5%,-23%
COc1ccc(C(CC(=O)O)n2cnnn2)cc1 (stereo not drawn),-24%,46,15%,15%,3%,i,16%,10%,3%
CC(Oc1ccc(C#N)cc1)C(=O)c1ccc(F)c(F)c1 (stereo not drawn),-27%,-14,1%,7%,5%,i,4%,-3%,-7%
CC1CN(C/C(=N\O)C23CC4CC(CC(C4)C2)C3)CC(C)O1 (stereo not drawn),-2%,43,1%,21%,12%,i,-6%,17%,2%

# Structures from the list above with a cyano group, in the order listed:
SMILES,SW480 rerep,IL1B secr inh,HT1080-NT tox,ATXN2 expr inh,MCF10A rerep,S2 tox,HT1080 IDH1KD tx,KB-3-1 cytotox,KB-V1 MDR tox
CC1=Cc2ccccc2C(C#N)N1C(=O)c1ccccc1 (stereo not drawn),u,23,u,-8%,u,i,u,u,-20%
CC(Oc1ccc(C#N)cc1)C(=O)c1ccc(F)c(F)c1 (stereo not drawn),-27%,-14,1%,7%,5%,i,4%,-3%,-7%

# More results follow:
SMILES,SW480 rerep,IL1B secr inh,HT1080-NT tox,ATXN2 expr inh,MCF10A rerep,S2 tox,HT1080 IDH1KD tx,KB-3-1 cytotox,KB-V1 MDR tox
Cn1c(=O)[nH]c(=O)c2c1nc(SCCC(=O)O)n2Cc1cccc(Br)c1,4%,8,12%,-25%,4%,i,14%,-4%,14%
COc1ccc(N2CSC3=C(C#N)C(c4ccc(OC)c(OC)c4)CC(=O)N3C2)c(OC)c1 (stereo not drawn),3%,26,-19%,-20%,9%,i,4%,-7%,4%
Cc1ccc(NC2=NCC(Cc3ccc(Br)cc3)S2)cc1 (stereo not drawn),u,-96*,u,u,u,u,u,u,u
CC1(C)C/C(=N\O)C(C(O)c2cccc([N+](=O)[O-])c2)C(C)(C)N1 (stereo not drawn),u,x,-1%,8%,-15%,x,15%,2%,-6%
Cc1ccc(C(=O)Nc2nc(-c3ccccn3)cs2)cc1S(=O)(=O)N1CCOCC1,u,171,18µM*,u,21µM*,u,4.6µM*,-13%,u
Cn1cc(-c2cc3n(n2)CCC(=O)N3CCCC(=O)Nc2ccccc2Cl)c2ccccc21,x,x,x,-30%,x,u,x,-16%,-16%
CC1C(=O)Nc2ccccc2N1C(=O)c1ccc(Cl)c(Cl)c1 (stereo not drawn),-4%,-13,-7%,-28%,26%,i,-16%,3%,-5%
O=C(/C=C/c1cccc([N+](=O)[O-])c1)N1CCN(c2ccc(F)cc2)CC1,17%,0,2%,-9%,1%,u,0%,0%,21µM*
CC(C)(C)n1nnnc1C(c1cccnc1)N1CCOCC1 (stereo not drawn),-3%,3,4%,1%,3%,i,3%,12%,3%
O=C(Cc1ccc(Cl)cc1)NCCCn1ccnc1,-1%,1,5%,1%,-3%,i,5%,-13%,-2%
CCOC(=O)N1CCC(NC(=O)c2ccc3c(c2)N(C)CCS3)CC1,9%,9,-29%,5%,-4%,i,-7%,-7%,-8%
CN(CC(=O)N1CC(=O)N(CCc2ccccc2)C(=O)C1)S(=O)(=O)c1cccc2nsnc12,-23%,8,6%,5%,-1%,i,2%,5%,-2%
COc1cccc(C(=O)NC2CC(C)(C)NC(C)(C)C2)c1OC,11%,-5,9%,-29%,2%,i,1%,5%,12%
O=C(CNCc1ccncc1)Nc1cc(S(=O)(=O)N2CCCCC2)ccc1Cl,3%,-13,-20%,x,-2%,i,-2%,0%,-2%
CCOC(=O)c1c(C)n(-c2ccccc2)c2ccc(OC(=O)c3cccc(Cl)c3)cc12,x,x,x,-1%,x,i,x,-16%,0%
COC(=O)N1CCCCC1c1cc(C(=O)NCc2ccc(Cl)c(Cl)c2)no1 (stereo not drawn),x,-12,-9%,-32%,x,u,-21%,0%,0%
O=C(NCc1ccco1)c1cccc(NS(=O)(=O)c2ccccc2F)c1,-11%,x,-1%,-9%,16%,i,-3%,-1%,-4%
O=C(COC(=O)Cn1cnc2ccccc21)Nc1ccc2c(c1)C(=O)c1ccccc1C2=O,6.5µM*,-10,-20%,x,u,u,-11%,6%,6%
FC(F)(F)c1cccc(N2CCN(C(=S)NC3CCCC3)CC2)c1,6%,-57*,u,u,u,i,u,u,u
CC1(C)Cc2c(sc(NC(=O)C(=O)N3CCCC3)c2C(N)=O)CO1,-11%,7,13%,9%,0%,i,18%,18%,-8%
COc1ccc(S(=O)(=O)N2CCCN(S(=O)(=O)c3ccc(OC)c(C)c3)CC2)cc1C,-2%,u,u,11%,-1%,i,6%[9.24 µM],u,u
Cc1cc(N2CCOCC2)ccc1/C=C1\SC(=O)N(C(C)C)C1=O,0%,-28,18%,11%,0%,u,9%,19%,6%

# Complete entries, quoted from the list:
# Profile of O=C(/C=C/c1cccc([N+](=O)[O-])c1)N1CCN(c2ccc(F)cc2)CC1 : SW480 rerep = 17%; IL1B secr inh = 0; HT1080-NT tox = 2%; ATXN2 expr inh = -9%; MCF10A rerep = 1%; S2 tox = u; HT1080 IDH1KD tx = 0%; KB-3-1 cytotox = 0%; KB-V1 MDR tox = 21µM*
# Profile of CC1C(=O)Nc2ccccc2N1C(=O)c1ccc(Cl)c(Cl)c1 (stereo not drawn) : SW480 rerep = -4%; IL1B secr inh = -13; HT1080-NT tox = -7%; ATXN2 expr inh = -28%; MCF10A rerep = 26%; S2 tox = i; HT1080 IDH1KD tx = -16%; KB-3-1 cytotox = 3%; KB-V1 MDR tox = -5%
# Profile of Cc1ccc(C(=O)Nc2nc(-c3ccccn3)cs2)cc1S(=O)(=O)N1CCOCC1 : SW480 rerep = u; IL1B secr inh = 171; HT1080-NT tox = 18µM*; ATXN2 expr inh = u; MCF10A rerep = 21µM*; S2 tox = u; HT1080 IDH1KD tx = 4.6µM*; KB-3-1 cytotox = -13%; KB-V1 MDR tox = u
